# Screening results from PubChem BioAssay.
# Neddyl block: inhibitors of human cullin neddylation. P61081+Q13564. TR-FRET cullin neddylation, biochemical. calls only at 25 µM. hit rate 0.58% among 360,000. AID 651699; in the data active = inhibition above about 36%
# Rin1 Abl inh: human Rin1-Abl interaction inhibition. P00519+Q13671. TR-FRET Rin1/Abl binding, biochemical. inhibition, % at 7.35 µM. hit rate 0.4% among 360,000; in the data active = inhibition above about 5%, passing the limit was not always enough
# Target sequence (P00519 whole entry, looked up): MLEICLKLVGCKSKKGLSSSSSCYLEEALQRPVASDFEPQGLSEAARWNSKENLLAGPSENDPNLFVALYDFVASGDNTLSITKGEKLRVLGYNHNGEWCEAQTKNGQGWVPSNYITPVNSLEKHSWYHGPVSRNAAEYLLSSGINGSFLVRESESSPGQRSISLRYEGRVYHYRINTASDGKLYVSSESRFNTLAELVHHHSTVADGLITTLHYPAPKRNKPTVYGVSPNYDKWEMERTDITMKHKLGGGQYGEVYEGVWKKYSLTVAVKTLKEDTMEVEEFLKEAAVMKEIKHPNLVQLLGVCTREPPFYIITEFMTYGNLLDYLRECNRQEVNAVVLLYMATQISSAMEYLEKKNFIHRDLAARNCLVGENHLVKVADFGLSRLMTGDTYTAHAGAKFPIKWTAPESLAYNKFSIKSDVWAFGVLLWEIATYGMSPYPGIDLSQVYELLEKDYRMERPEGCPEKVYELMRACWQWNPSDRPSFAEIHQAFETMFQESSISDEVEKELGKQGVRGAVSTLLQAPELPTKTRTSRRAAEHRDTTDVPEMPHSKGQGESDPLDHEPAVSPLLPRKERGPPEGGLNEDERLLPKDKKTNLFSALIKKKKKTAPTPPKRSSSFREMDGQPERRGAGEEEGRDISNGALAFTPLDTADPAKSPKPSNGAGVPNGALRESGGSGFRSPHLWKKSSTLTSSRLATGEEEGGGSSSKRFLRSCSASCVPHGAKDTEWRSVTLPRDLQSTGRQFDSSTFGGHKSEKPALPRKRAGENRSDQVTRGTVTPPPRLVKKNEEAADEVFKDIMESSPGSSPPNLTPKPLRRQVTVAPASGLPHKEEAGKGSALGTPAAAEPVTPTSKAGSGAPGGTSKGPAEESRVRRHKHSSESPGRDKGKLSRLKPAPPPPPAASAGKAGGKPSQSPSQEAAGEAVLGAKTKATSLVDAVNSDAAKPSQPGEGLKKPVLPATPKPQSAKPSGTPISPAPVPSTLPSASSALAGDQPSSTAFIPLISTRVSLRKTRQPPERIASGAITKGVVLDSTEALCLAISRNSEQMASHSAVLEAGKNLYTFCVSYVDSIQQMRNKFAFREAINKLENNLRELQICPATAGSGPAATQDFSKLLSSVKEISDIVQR
# Target sequence (Q13671 whole entry, looked up): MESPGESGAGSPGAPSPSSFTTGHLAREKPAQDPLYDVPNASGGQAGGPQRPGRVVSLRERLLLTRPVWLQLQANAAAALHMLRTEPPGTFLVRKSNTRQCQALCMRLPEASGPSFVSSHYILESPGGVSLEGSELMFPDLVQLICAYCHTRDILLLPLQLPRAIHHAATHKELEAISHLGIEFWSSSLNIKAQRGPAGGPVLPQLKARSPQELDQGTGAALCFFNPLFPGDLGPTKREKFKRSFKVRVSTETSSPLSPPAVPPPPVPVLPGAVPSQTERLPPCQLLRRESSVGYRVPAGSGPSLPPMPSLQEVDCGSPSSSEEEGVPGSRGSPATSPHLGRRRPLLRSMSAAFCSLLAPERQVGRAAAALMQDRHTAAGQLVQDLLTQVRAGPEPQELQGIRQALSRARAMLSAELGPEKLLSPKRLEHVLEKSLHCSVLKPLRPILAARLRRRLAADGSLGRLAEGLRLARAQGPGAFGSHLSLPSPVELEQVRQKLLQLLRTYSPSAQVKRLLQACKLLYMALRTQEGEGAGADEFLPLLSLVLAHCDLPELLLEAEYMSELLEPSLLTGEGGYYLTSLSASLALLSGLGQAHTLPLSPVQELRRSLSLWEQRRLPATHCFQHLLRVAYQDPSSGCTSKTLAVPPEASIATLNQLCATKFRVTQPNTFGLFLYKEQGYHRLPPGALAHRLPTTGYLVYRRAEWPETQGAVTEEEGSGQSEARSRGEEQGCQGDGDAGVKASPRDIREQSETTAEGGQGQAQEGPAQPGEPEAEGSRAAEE
# eLon inh: inhibits E. coli Lon protease; purified E. coli Lon protease, fluorescence polarization; hit rate 0.42% among 360,000; AID 602123; inhibition, % at 7.94 µM; P0A9M0; in the data active = inhibition above about 13%, passing the limit was not always enough;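 also: 0% = enzyme with probe and DMSO and 100% = no enzyme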
# PABP1 MLLE inh: inhibitors of microRNA-mediated deadenylation, human PABP1 MLLE binding; inhibition, % at 20 µM; hit rate 0.36% among 360,000; GST-MLLE / FITC-PAM2 fluorescence polarization; in the data active = inhibition above about 35%, passing the limit was not always enough;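 also: plate controls were DMSO wells with GST-MLLE for no effect and wells lacking GST-MLLE protein for full effect; some results filed as inactive read as strong as hits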
# SKN-1 inh: inhibitors of C. elegans SKN-1; inhibition, % at 21.8 µM; hit rate 0.49% among 360,000; C. elegans VP596 Pgst-4::GFP/RFP ratio, acrylamide-induced, 24 h; AID 624304;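 active = interference check ratio from 0.5 to 1.5 plus GFP to RFP signal ratio inhibition reaching or exceeding a fixed threshold, cut at about 30% in these data, passing the limit was not always enough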; also: some compounds called inactive have numbers as strong as hits
# MT1-MMP act inh: blocks activation of human MT1-MMP | P50281 | HT1080 RFP-PRO-GFP cells, GFP/RFP ratio fluorescence, overnight; percent of plate control window, DMSO zero | GFP/RFP ratio change, % at 20 µM | hit rate 0.061% among 360,000;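 active = GFP/RFP ratio change of at least 30% with cell ATP level not reduced by more than half and red fluorescence within 50% of control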; also: strong numbers were not always called active
#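 Assay system: HT1080 RFP-PRO-GFP cells | Dosing: 20 µM single dose, 1% DMSO | Incubation: Cells overnight before dosing, compound overnight, 37 °C, 5% CO2 | Evaluation: GFP/RFP fluorescence ratio | Control set: DMSO-only wells and HT1080 RFP-L50D-GFP cell wells as references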
# NRP1-CendR mod: alters CendR peptide binding to human NRP-1; hit rate 0.85% among 360,000; inhibition, % at 25 µM; FAM-RPARPAR peptide binding to NRP-1, fluorescence polarization; O14786;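 active = inhibition or corrected inhibition above about 18%, plus a signal ratio from 0.5 to 1.5, limit read from the data, passing the limit was not always enough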; also: strong numbers were not always called active
# bovine MsrA act: activators of bovine methionine sulfoxide reductase A; purified bovine MsrA, absorbance read-out; activation, % at 10.6 µM; hit rate 0.3% among 360,000; AID 602163; in the data active = activation above about 7.5%;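 also: 0% = vehicle and 100% = reference activator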
# FAS-TE inh: blocks the thioesterase domain of human fatty acid synthase | P49327 | inhibition, % at 15 µM | hit rate 0.67% among 360,000 | recombinant FAS-TE, OMFH fluorogenic substrate, fluorescence endpoint;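 active = compounds whose normalised, plate-corrected inhibition of enzyme fluorescence in the single-dose primary screen is 50% or more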;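 also: 0% = DMSO with enzyme and 100% = substrate without enzyme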
# * = called active by the depositor; i = inactive; / = no result given.
SMILES,Neddyl block,Rin1 Abl inh,eLon inh,PABP1 MLLE inh,SKN-1 inh,MT1-MMP act inh,NRP1-CendR mod,bovine MsrA act,FAS-TE inh
CCC(C)NC(=O)CN1C(=O)COc2ccc(S(=O)(=O)N3CCOCC3)cc21 (centres undefined),i,-4,4,2,6,0,1,-2,-2
O=S(=O)(Nc1ccc(N2CCOCC2)cc1)c1ccc(Cl)s1,i,3,6,4,12,0,0,-2,-4
CC(C)=N/N=C1/NC(=O)C(CC(=O)Nc2cc(Cl)ccc2C)S1 (centres undefined),i,1,2,18,11,4,10,-6,-1
COc1cc(C)ccc1OCc1cc(C(=O)N2CCN(C)C[C@@H]2c2ccccc2)no1,i,-1,-4,15,0,-5,12,0,3
COc1cccc(OC)c1C(=O)NC(=S)Nc1ccc2oc(-c3ccncc3)nc2c1,i,0,-13,24,7,7,-3,-1,-3
COc1ccccc1NC(=O)C(C)N1CCN(C/C=C/c2ccccc2)CC1 (centres undefined),i,-2,0,-16,-2,5,-5,-9,-1
Cc1c(C(=O)Cc2ccccc2)n(C)c2ccccc12,i,1,3,-10,19,-2,-4,-5,24
NC(=O)[C@@H]1CCCN1Cc1c(C(=O)N2CCN(C3CCCCC3)CC2)nc2ccccn12,i,2,-3,7,3,-2,13,-5,-5
O=C(O)CC(NC(=O)Cc1ccccc1)c1cc([N+](=O)[O-])ccc1Cl (centres undefined),i,3,0,-8,-5,1,1,-4,-1
O=C(CN1CCN(c2ccc(F)cc2)CC1)Nc1ccccc1Br,i,2,0,12,0,2,2,-2,17
C/C(=N\Nc1ncc(Cl)cc1Cl)c1ccc(OC(F)F)cc1,i,-3,-13,108,20,-39,6,-3,52*
CCOC(=O)c1c(NC(=O)C2CC(Cl)=CCC2C(=O)O)sc2c1CC(C)(C)OC2 (centres undefined),i,-1,-3,11,4,0,-7,-4,-1
Cc1ccc(C(=O)CSc2nnc(CNc3nc(-c4ccccc4)cs3)n2C)cc1,i,-4,2,-27,19,-1,-2,-2,12
Cc1ccc(S(=O)(=O)N(C)CCCC(=O)N2CCCCC2)cc1,i,-5,-2,2,6,3,-3,-2,-4
CCOc1cc(N2CCOCC2)c(OCC)cc1NC(=O)Cc1cccc(OC)c1,i,-5,6,-14,-2,5,-5,-9,-2
COc1cccc(NC(=O)COC(=O)CC2CC3CCC2C3)c1 (centres undefined),i,3,-5,11,-3,10,-11,-10,15
O=C(O)CCSSCCC(=O)O,i,2,1,-2,3,-1,4,-1,-5
Cc1ccc2nc(Cc3ccc(N)cc3)[nH]c2c1,i,5,-3,-21,-3,7,8,-7,-9
O=C(NCCc1cn[nH]c1)c1ccc2oc(CCc3ccccc3)nc2c1,i,-2,-3,2,-5,-1,-17,-8,-9
O=C(COC(=O)CN1C(=O)C2CC=CCC2C1=O)Nc1cc(C(F)(F)F)ccc1N1CCOCC1 (centres undefined),i,0,3,-19,1,1,3,0,2
COC(=O)c1cc(C(=O)CC(C)C)c[nH]1,i,0,3,-7,8,0,3,-3,-3
CCOCc1nnc(NC(=O)CSCc2ccccc2)s1,i,-1,0,4,-10,2,16,-1,-11
CC1CCCC(NC(=O)COC(=O)Cc2c[nH]c3ccccc23)C1C (centres undefined),i,1,2,0,-8,-2,-16,-3,2
CCOC(=O)C1=CC[C@@H](c2ccccc2)N(S(=O)(=O)c2ccc(C)cc2)[C@H]1C,i,-1,3,-10,4,-3,13,-5,29
CCc1nc2ccc(C(=O)N3CCN(C(=O)c4ccco4)CC3)cn2c1N(C)C(=O)Nc1ccccc1OC,i,3,7,17,8,-5,-3,1,-1
CCCCN(CCCC)CCCNC(=O)Cn1cc2c(n1)-c1c(oc(C(=O)N3CCCC3)c1C)CC2,i,1,-4,-5,7,-1,1,-4,-4
Cc1ccccc1-c1nc2ccccc2c(=O)n1/N=C/c1ccccc1[N+](=O)[O-],i,-2,8,-33,-1,0,0,-3,8
O=C(CNC(=O)c1ccccc1)NCC(=O)OCc1ccccc1Cl,i,0,-1,-14,0,2,-1,-2,-2
O=C(NCc1ccc(F)cc1)c1cccc(S(=O)(=O)N2CCCC2)c1,i,-2,-5,3,2,-2,14,-6,7
CCNC(=O)C1CCCN(C(=O)c2ccccc2)CC1 (centres undefined),i,-2,-16,4,-4,-4,3,-3,-8
Cc1nc2cc(C(=O)OCC(=O)Nc3cccc(Cl)c3)ccc2n1-c1ccccc1,i,-2,-15,-22,0,2,-12,-2,22
CCC(C)[C@H](N)c1nnc(SCc2cccc(F)c2)o1 (some centres undefined),i,3,7,-30,-2,0,-5,-4,-7
Cc1ccc2c(c1)NC(=O)C(CC(=O)NCCCN1CCCC1=O)O2 (centres undefined),i,2,1,-1,4,6,-6,-4,-1
CCCCNC(=O)Nc1nnc(-c2ccccc2)o1,i,1,1,5,28,1,9,-2,-5
O=C(NCCN1CCN(Cc2ccccc2Cl)CC1)Nc1ccccc1,i,0,4,-7,11,-1,0,-3,-7
Cc1ccc(NC(=O)COC(=O)c2ccco2)cc1S(=O)(=O)N1CCOCC1,i,-2,-10,2,-2,5,-15,-6,-5

# Brought forward from above: 2 compounds; new compounds follow.
SMILES,Neddyl block,Rin1 Abl inh,eLon inh,PABP1 MLLE inh,SKN-1 inh,MT1-MMP act inh,NRP1-CendR mod,bovine MsrA act,FAS-TE inh
O=C(NCCN1CCN(Cc2ccccc2Cl)CC1)Nc1ccccc1,i,0,4,-7,11,-1,0,-3,-7
Cc1ccc(NC(=O)COC(=O)c2ccco2)cc1S(=O)(=O)N1CCOCC1,i,-2,-10,2,-2,5,-15,-6,-5
CCOc1ccc(C(CC(=O)O)NC(=O)c2ccco2)cc1 (centres undefined),i,-3,-2,4,-9,0,6,-3,-8
CC1Cc2ccccc2N1C(=O)CN1C(=O)COc2ccccc21 (centres undefined),i,-1,-8,5,0,-1,1,-3,-3
Cn1cnnc1SCC(=O)NNC(=O)c1ccc(Cl)cc1,i,-2,-20,-10,-19,5,-11,-6,-10
O=C(Nc1cccc(F)c1)NC1(C(=O)N2CCOCC2)CCCCC1,i,3,3,-14,-5,-2,1,-3,-1
COc1ccc(C(=O)CSc2nc3ccc([N+](=O)[O-])cc3[nH]2)cc1,i,2,3,-71,-3,0,-11,0,36
O=C(Cn1nnc(-c2ccc(CN3CCOCC3)cc2)n1)NC1CCCCC1,i,3,-4,6,-13,3,-8,-4,-5
N#CC(c1ccncc1)(c1ncc(C(F)(F)F)cc1Cl)N1CCOCC1 (centres undefined),i,-1,-8,-17,3,0,2,1,18
CCN1C(=O)[C@H]2[C@@H](c3ccc(SC4CCCCC4)c(OC)c3)N3CCCC[C@@]3(C(=O)OC)[C@H]2C1=O,i,1,-12,6,1,4,20,0,22
O=C(CCCCCCCC(=O)N1CCCCCC1)N1CCCCCC1,i,5,-5,9,4,4,10,-2,-3
CC(OC(=O)CNC(=O)C12CC3CC(CC(C3)C1)C2)C(=O)Nc1ccc(N2CCOCC2)cc1 (centres undefined),i,-1,-6,10,15,5,7,1,-1
COC(=O)c1ccccc1NC(=O)c1cnn2cccnc12,i,-8,-2,5,-15,-6,4,-6,5
CCN(CC(=O)Nc1c(F)cccc1F)C(=O)c1cccc(S(=O)(=O)N2CCc3ccccc3C2)c1,i,0,-9,-13,-13,4,-9,-5,2
O=C1CC(N2CCN(c3ccc(S(=O)(=O)N4CCCC4)cc3)CC2)C(=O)N1c1ccc(F)cc1 (centres undefined),i,0,-5,6,-4,-2,-2,-4,0
O=C(OCC(=O)N1CCc2ccccc21)c1ccc([N+](=O)[O-])cc1,i,-6,-5,2,23,1,-6,-2,-3
COc1ccc(C(NC(=O)/C=C\c2ccco2)c2ccc(OC)c(OC)c2)cc1 (centres undefined),i,3,-6,7,4,-11,-42,0,-1
COc1cc(/C=C/C(=O)O)cc(Br)c1O,i,3,-8,-13,0,3,-10,-3,-7
c1ccc(-c2nc(-c3ccncc3)n[nH]2)nc1,i,1,0,1,0,3,13,-1,-6
CCOc1ccccc1NC(=O)c1ccc2nccnc2c1,i,-1,-16,-4,7,-4,-6,-2,-6
S=C(CSc1ccccc1)Nc1cccc2ccccc12,i,-1,1,27,34,-1,17,1,18
CC1(C)CC(=O)C2=C(C1)Nc1ccccc1N(C(=O)C1CC1)C2c1ccco1 (centres undefined),i,2,-8,14,-12,0,3,-15,-9
COc1cccc(CNC(=S)Nc2ccc3c(c2)c(=O)n(C)n3Cc2ccc(F)cc2)c1,/,0,3,-32,-1,1,-4,0,4
CN1CCC(=NNC(=O)CSCc2ccccc2)CC1,i,0,2,-9,19,1,16,-1,-8
CC(=O)c1ccc(Nc2nc(-c3ccccc3)nc3ccccc23)cc1,/,4,5,-6,14,-1,-9,0,15
CCNS(=O)(=O)c1ccc(OC)c(C(=O)NC2CCCCC2)c1,i,1,4,7,12,-5,3,-3,-2
Cc1noc(C)c1NC(=O)N(C)C[C@H]1OCCCC[C@@H](C)Oc2ccc(NC(=O)c3ccccc3)cc2C(=O)N([C@H](C)CO)C[C@@H]1C,i,-1,0,-13,-4,1,-16,0,-5

# Compound profiles (already shown). Order of screens: Neddyl block | Rin1 Abl inh | eLon inh | PABP1 MLLE inh | SKN-1 inh | MT1-MMP act inh | NRP1-CendR mod | bovine MsrA act | FAS-TE inh
# Listed for `Cc1noc(C)c1NC(=O)N(C)C[C@H]1OCCCC[C@@H](C)Oc2ccc(NC(=O)c3ccccc3)cc2C(=O)N([C@H](C)CO)C[C@@H]1C` → i | -1 | 0 | -13 | -4 | 1 | -16 | 0 | -5
# Listed for `COc1cccc(CNC(=S)Nc2ccc3c(c2)c(=O)n(C)n3Cc2ccc(F)cc2)c1` → / | 0 | 3 | -32 | -1 | 1 | -4 | 0 | 4
# Listed for `CN1CCC(=NNC(=O)CSCc2ccccc2)CC1` → i | 0 | 2 | -9 | 19 | 1 | 16 | -1 | -8
# Listed for `O=C1CC(N2CCN(c3ccc(S(=O)(=O)N4CCCC4)cc3)CC2)C(=O)N1c1ccc(F)cc1` (centres undefined) → i | 0 | -5 | 6 | -4 | -2 | -2 | -4 | 0
# Listed for `O=C(OCC(=O)N1CCc2ccccc21)c1ccc([N+](=O)[O-])cc1` → i | -6 | -5 | 2 | 23 | 1 | -6 | -2 | -3

# This is a random part of the collection. About 4% of those tested had a hit in this group.
